# Assay outcomes as filed in PubChem BioAssay.
# P. falciparum M17LAP – P. falciparum M17LAP inhibitors, primary screen, biochemical, fluorogenic H-Leu-NHMec substrate, 1536-well (AID 1619). recombinant M17LAP, H-Leu-NHMec fluorogenic kinetic assay; higher % means a stronger effect. actives 0.38% (n = 220,000). inhibition, % at 30 µM, or IC50 in µM where a hit was titrated;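 active = compound inhibiting the enzyme by more than half at any dose during confirmatory dose-response retesting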;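 also: plate controls were full reaction with DMSO carrier for no effect and no enzyme background for full effect; strong numbers were not always called active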
# Siah-1 displacement – blockers of Siah-1 interaction with plectin peptide – biochemical, fluorescence polarization, rhodamine-plectin, uHTS, primary screen (AID 1817); displacement, % at 20 µM; hits with a dose series show IC50 in µM; actives 0.02% (n = 290,000); Siah-1 / rhodamine-plectin peptide fluorescence polarization; higher % means a stronger effect;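 active = displacement of at least 50% at 20 µM, with a fluorescence ratio check between 0.3 and a set limit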;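 also: plate controls were Siah plus tracer with DMSO for no effect and tracer alone without Siah for full effect; strong numbers were not always called active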
# Dynein transport – dynein cargo transport inhibition | 3617.4 mouse cells, GR-EGFP nuclear translocation imaging; test concentration mostly 20 µM; stimulated with dexamethasone, 1 µM; stronger effect = lower value | z-score, hits read low | actives 0.47% (n = 220,000) | AID 1381;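 active = plate z-score of nuclear minus cytoplasmic receptor signal below a set negative limit, without overly bright fluorescence or cell loss, cut at about -3.5 in these data, passing the limit was not always enough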;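 also: z-score of nuclear minus cytoplasmic ring GR-EGFP intensity difference per well; some compounds called inactive have numbers as strong as hits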
#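 Buffer or medium – tet-free medium with charcoal-stripped serum · Signal – automated 10x imaging of fixed Hoechst-stained cells · Also added – dexamethasone agonist, 1.0 µM final, for 30 min · Incubation – induction 48 h, compound 1 h, agonist 30 min · Read-out – GR-EGFP nuclear translocation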
# AID2073 – inhibitors of Mint1-CaV2.2 protein interaction, biochemical, HTRF (AID 2073) | HTRF protein-protein interaction, Mint1-CaV2.2; higher % means a stronger effect | inhibition, % at 20 µM, or IC50 in µM where a hit was titrated | actives 0.19% (n = 290,000); in the data active = inhibition mostly above about 51%, no sharp cut-off; also: some results filed as inactive read as strong as hits
# PMI inhibitors – MPI enzyme activity inhibition – biochemical, fluorescence intensity, coupled assay, primary screen (AID 1209) | inhibition, % at 20 µM; hits with a dose series show IC50 in µM | purified PMI enzyme, coupled fluorescence intensity; higher % means a stronger effect | actives 0.42% (n = 190,000);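 also: plate controls were DMSO vehicle for no effect and wells lacking substrate for full effect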
# XIAP displacement – small molecules displacing peptide from XIAP – biochemical, IAP family, fluorescence polarization (AID 1018). XIAP BIR domain, fluorescence polarization peptide displacement; higher % means a stronger effect. one-dose displacement, % at 20 µM; IC50 in µM for titrated hits. actives 0.007% (n = 200,000); in the data active = displacement above about 50%; also: a part of the inactive calls stands beside numbers as strong as those of hits
# human PMI inhibitors – human PMI inhibitors, high substrate, primary screen, biochemical, fluorescence intensity, high mannose 6-phosphate (AID 1220) | recombinant PMI enzyme, coupled fluorescence intensity; higher % means a stronger effect | one-dose inhibition, % at 20 µM; IC50 in µM for titrated hits | actives 0.66% (n = 190,000)
# LYP inhibition – PTPN22 lymphoid phosphatase activity blockers – biochemical, fluorescence intensity, uHTS (AID 1779); recombinant LYP phosphatase, fluorescence intensity; higher % means a stronger effect; one-dose inhibition, % at 11.5 µM; IC50 in µM for titrated hits; actives 0.054% (n = 290,000);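 also: plate controls were vehicle with enzyme for no effect and no enzyme for full effect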
# P. falciparum M1AAP – P. falciparum M1AAP inhibitors, biochemical, fluorogenic H-Leu-NHMec substrate, 1536-well (AID 1445); recombinant M1AAP, H-Leu-NHMec fluorogenic kinetic assay; higher % means a stronger effect; inhibition, % at 30 µM, or IC50 in µM where a hit was titrated; actives 0.42% (n = 220,000);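 active = primary inhibition above the hit cutoff, then over 50% inhibition at one or more dose response concentrations, cut at about 23% in these data, passing the limit was not always enough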;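 also: plate controls were DMSO full reaction for no effect and no enzyme background for full effect; strong numbers were not always called active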
# Dynein transport cytoplasmic EGFP – also measured in Dynein transport; calls as there; z-score; measured here: cytoplasmic GR-EGFP intensity; stronger effect = higher value
# Dynein transport nuclear GR-EGFP – recorded beside Dynein transport, whose call it bears; z-score; measured here: nuclear GR-EGFP intensity;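 lower value marks the stronger effect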
# Dynein transport cell count – also measured in Dynein transport; calls as there; z-score; measured here: cell count per field
# * = called active by the depositor; nt = no result given. Rule as the data show it, unless noted: active = inhibition above about 50%; inactive = the rest.
item | Compound | XIAP displacement | Dynein transport nuclear GR-EGFP | Siah-1 displacement | P. falciparum M1AAP | PMI inhibitors | Dynein transport | P. falciparum M17LAP | human PMI inhibitors | LYP inhibition | Dynein transport cell count | Dynein transport cytoplasmic EGFP | AID2073
1 | O=c1[nH]c(CN2CCN(Cc3ccccc3)CC2)nc2scc(-c3ccccc3)c12 | nt | 0.041 | 11% | 2% | nt | -0.3 | -7% | nt | 0% | 0.93 | -0.62 | 0%
2 | Cc1ccc(NC(=S)NCC(C)C)cc1 | -9.5% | 2.4 | 0% | -1% | -2% | 1.4 | 2% | -3% | -10% | -3.5 | 2 | -16%
3 | O=[N+]([O-])c1cccc(C(=Nc2ccccc2Cl)NO)c1 | -6.0% | -0.59 | -1% | 3% | 8% | -0.1 | 1% | 9% | 3% | 0.78 | -0.2 | 2%
4 | COC(=O)c1c(NC(=O)CN(c2ccc(C)c(C)c2)S(C)(=O)=O)sc2c1CCCC2 | -8.9% | 0.15 | 14% | 2% | 20% | -0.38 | 6% | 7% | 6% | -0.25 | 0.15 | 18%
5 | CCOC(=O)Cn1nc(/C=C/c2ccc(C)cc2)ccc1=O | 1.1% | -0.35 | 0% | 10% | -6% | 0.43 | 2% | 2% | 0% | -0.33 | -0.21 | 28%
6 | CCOc1cc(C=O)ccc1OCCCN1C(=O)NC(C)(C)C1=O | -1.5% | -0.27 | -1% | 11% | -7% | -0.52 | 5% | -5% | -2% | 1.3 | -0.22 | 35%
7 | CC1(C)CC(=O)C(N=Nc2cc(S(=O)(=O)N3CCOCC3)ccc2Cl)=C(O)C1 | nt | -0.29 | -4% | 12% | nt | -0.16 | 7% | nt | -7% | 0.13 | -0.16 | -4%
8 | N#Cc1c2n(c3c(N)ncnc13)CCCCC2 | nt | 0.21 | 4% | 0% | nt | 0.44 | -5% | nt | -4% | 0.47 | -0.25 | 2%
9 | Nc1nnc(SCc2cccc(C(F)(F)F)c2)s1 | -4.3% | 0.4 | -1% | -1% | -18% | 0.62 | 2% | 1% | -7% | -0.26 | -0.2 | 0%
10 | CCN(CC)c1ccc(N2C(=O)/C(=C/c3ccccn3)SC2=S)cc1 | nt | 0.053 | 36% | -1% | nt | 0.057 | -3% | nt | 6% | -0.47 | -0.15 | 35%
11 | COC(=O)c1sc(NC(=O)CCCn2nc([N+](=O)[O-])cc2C)c(C(=O)OC)c1C | 1.1% | -0.51 | -2% | 7% | 3% | -0.6 | -1% | -2% | -7% | 0.39 | -0.25 | -2%
12 | CCOc1ccc(-n2c(C)nc3cc(C(=O)NCCN4CCOCC4)ccc32)cc1 | -7.6% | 1.8 | -1% | -2% | 1% | 1.7 | 1% | 1% | -1% | -1.5 | -0.14 | 12%
13 | S=C(NCc1ccco1)Nc1ccc(Oc2ccc(Cl)cc2)cc1 | nt | -0.29 | -5% | 3% | nt | -0.07 | -2% | nt | 0% | 0.2 | -0.24 | -21%
14 | CCN(CC)c1ccc(/C=N/NC(=O)Nc2nonc2N)cc1 | -7.6% | -0.36 | -6% | 17% | -50% | -0.26 | 2% | -46% | -1% | -0.14 | -0.26 | -8%
15 | COc1ccc(NS(=O)(=O)c2ccc(N/N=C/c3ccc(N4CCOCC4)cc3)c([N+](=O)[O-])c2)cc1 | -0.7% | 0.57 | 7% | 1% | 18% | 1.3 | -12% | 9% | 8% | -1 | -0.21 | -2%
16 | COc1ccc(C2C(C(=O)N3CCN(C)CC3)c3ccccc3C(=O)N2C2CCCCC2)cc1 (stereo unspecified) | -1.3% | 0.14 | -2% | 0% | -6% | -0.5 | -4% | -8% | -5% | -0.7 | 0.13 | 25%
17 | O=C(CN1C(=O)NC2(CCOc3ccccc32)C1=O)Nc1cccc(Cl)c1 (stereo unspecified) | -4.7% | -0.59 | -1% | 7% | 7% | -0.087 | 1% | 6% | 7% | 0.88 | -0.29 | 9%
18 | O=C(NCC(=O)N(c1ccc2c(c1)OCO2)C(C(=O)NC1CCCC1)c1cccs1)c1ccco1 (stereo unspecified) | -5.2% | -0.062 | 1% | 2% | -1% | -0.55 | -2% | 8% | -6% | 0.75 | 0.48 | 0%
19 | COc1ccccc1C(CC(=O)Nc1ccc(Cl)cc1)c1ccc(OC(C)C)cc1 (stereo unspecified) | -4.2% | 1.4 | -8% | -8% | 13% | 1.3 | -10% | -5% | 6% | -1.6 | -0.11 | 3%
20 | Cc1ccccc1OCCCCn1cnc2ccccc21 | -3.6% | -0.085 | 3% | 7% | 0% | -0.37 | -4% | 2% | 4% | 0.42 | -0.046 | -5%
21 | CC(C)(C)NC(=O)c1cc(C(C)(C)C)c(O)c(C(C)(C)C)c1 | 0.2% | -0.058 | 7% | -7% | -12% | -0.24 | 5% | -9% | -2% | 0.8 | -0.25 | 2%
22 | c1ccc(N2CCN(c3nc4cc5c(cc4s3)OCO5)CC2)cc1 | -2.3% | 0.87 | 0% | 7% | 17% | 1.4 | -13% | 15% | 3% | -1.4 | -0.074 | 4%
23 | CC(=O)NC1=NN(C(C)=O)C(c2ccccc2)S1 (stereo unspecified) | -5.9% | -0.013 | 7% | nt | 10% | -0.59 | nt | 9% | -5% | 1.2 | -0.19 | -2%
24 | Cc1ccc(NC(=O)CSCc2ccco2)cc1 | -8.8% | 0.19 | 7% | 0% | -4% | -0.071 | 0% | -3% | -3% | 0.13 | 0.15 | 13%
25 | O=C(OCc1ccccc1)C1=NNC2C(=O)N(c3ccccc3)C(=O)C12 (stereo unspecified) | 1.8% | -0.07 | 9% | 1% | 7% | 0.28 | 3% | -6% | -6% | 0.16 | -0.24 | 10%
26 | CCc1c(C)c2ccc(OCC(=O)OC(C)C)c(C)c2oc1=O | -0.9% | 1.6 | 3% | 14% | 12% | 1.5 | -13% | 16% | -6% | -0.17 | -0.2 | 4%
27 | CC(C)Oc1ccccc1/C=N/NC(=O)c1ccccc1Cl | nt | 0.9 | -4% | 3% | nt | -0.013 | 0% | nt | -4% | -0.19 | -0.22 | -6%
28 | CCCCC(=O)Nc1ccc(NC(=O)C2CC2)cn1 | -3.4% | -0.49 | -1% | -3% | -1% | -1.2 | 5% | 0% | 2% | 0.7 | -0.3 | 9%
29 | N#CC1=C(N)N(c2ccccc2)C(c2cccc([N+](=O)[O-])c2)C1(C#N)C#N (stereo unspecified) | -2.3% | -1.8* | 2% | 12% | 0% | -3.7* | -2% | 11% | -5% | -0.6* | 1.7* | 0%
30 | COc1cc(C(=O)NC(=S)Nc2cccc3nc(C)ccc23)cc(OC)c1OC | nt | 0.21 | 12% | 4% | nt | 0.64 | 2% | nt | -9% | -0.85 | -0.21 | 8%
31 | Cc1cc(N/N=C/c2ccccc2O)nc(N2CCOCC2)n1 | nt | 0.013 | 1% | 6% | nt | 0.9 | 8% | nt | 5% | 0.3 | -0.29 | 10%
32 | C=CC[n+]1c(C)csc1Nc1cccc(Br)c1 | -2.9% | 0.37 | 4% | -2% | -13% | 0.075 | -4% | -2% | 1% | 0.86 | -0.034 | -4%
33 | COC(=O)c1sccc1NC(=O)CSCCc1ccncc1 | -3.4% | 0.056 | 11% | 3% | -12% | -0.027 | 10% | -7% | -5% | 0.48 | -0.2 | -4%
34 | Cc1nc2cc(C)c(C)cc2s1 | -4.0% | 0.071 | 0% | 0% | -11% | -0.27 | -2% | -9% | -10% | 0.44 | -0.22 | 2%
35 | COc1ccccc1NC(=O)COC(=O)c1c[nH]c(=O)[nH]c1=O | nt | 1 | 7% | 1% | nt | 0.67 | 7% | nt | -2% | -0.82 | -0.25 | 14%
36 | CCCn1cnc2cc(NCc3cccc(OC)c3O)ccc21 | -16% | -0.062 | 3% | 11% | 7% | -0.62 | 5% | 40% | -6% | 0.38 | -0.32 | -18%

# Six entries picked at random from those above, as already listed:
item | Compound | XIAP displacement | Dynein transport nuclear GR-EGFP | Siah-1 displacement | P. falciparum M1AAP | PMI inhibitors | Dynein transport | P. falciparum M17LAP | human PMI inhibitors | LYP inhibition | Dynein transport cell count | Dynein transport cytoplasmic EGFP | AID2073
11 | COC(=O)c1sc(NC(=O)CCCn2nc([N+](=O)[O-])cc2C)c(C(=O)OC)c1C | 1.1% | -0.51 | -2% | 7% | 3% | -0.6 | -1% | -2% | -7% | 0.39 | -0.25 | -2%
32 | C=CC[n+]1c(C)csc1Nc1cccc(Br)c1 | -2.9% | 0.37 | 4% | -2% | -13% | 0.075 | -4% | -2% | 1% | 0.86 | -0.034 | -4%
15 | COc1ccc(NS(=O)(=O)c2ccc(N/N=C/c3ccc(N4CCOCC4)cc3)c([N+](=O)[O-])c2)cc1 | -0.7% | 0.57 | 7% | 1% | 18% | 1.3 | -12% | 9% | 8% | -1 | -0.21 | -2%
13 | S=C(NCc1ccco1)Nc1ccc(Oc2ccc(Cl)cc2)cc1 | nt | -0.29 | -5% | 3% | nt | -0.07 | -2% | nt | 0% | 0.2 | -0.24 | -21%
9 | Nc1nnc(SCc2cccc(C(F)(F)F)c2)s1 | -4.3% | 0.4 | -1% | -1% | -18% | 0.62 | 2% | 1% | -7% | -0.26 | -0.2 | 0%
36 | CCCn1cnc2cc(NCc3cccc(OC)c3O)ccc21 | -16% | -0.062 | 3% | 11% | 7% | -0.62 | 5% | 40% | -6% | 0.38 | -0.32 | -18%

# (continued)
item | Compound | XIAP displacement | Dynein transport nuclear GR-EGFP | Siah-1 displacement | P. falciparum M1AAP | PMI inhibitors | Dynein transport | P. falciparum M17LAP | human PMI inhibitors | LYP inhibition | Dynein transport cell count | Dynein transport cytoplasmic EGFP | AID2073
37 | O=C(NNC(=O)c1cccc2ccccc12)c1ccc2c(c1)OCO2 | nt | -0.15 | 6% | 4% | nt | -0.082 | 0% | nt | -7% | -0.34 | -0.26 | -3%
38 | COC(=O)c1ccc(/C=C(\C#N)C(=O)NC(C)c2ccccc2)cc1 (stereo unspecified) | -1.4% | -0.25 | 5% | 6% | 12% | -0.64 | 8% | 10% | 5% | -0.28 | -0.17 | 4%
39 | Oc1c(Cl)cc(Cl)cc1C=Nc1ccc2c(c1)OCCO2 | -22% | -0.38 | 1% | 3% | 37% | -0.74 | -3% | 25% | -6% | 0.93 | -0.3 | -4%
40 | COc1ccc(-c2cc(C(F)(F)F)n3nc(C(=O)NCc4ccco4)cc3n2)cc1OC | -4.5% | 0.32 | -1% | 14% | 3% | 0.13 | 6% | -1% | -8% | -0.43 | 0.67 | 11%
41 | CN(C)S(=O)(=O)Nc1ccc(NS(=O)(=O)N(C)C)c(S(=O)(=O)c2ccccc2)c1 | -6.0% | -0.42 | -3% | 8% | 4% | -0.96 | -3% | 9% | -2% | 0.5 | -0.26 | -8%

# This is a random part of the collection; 2.1% or so of the library scored in one or more.
